S1P4 agonist – S1P4 receptor agonists, primary screen, cell-based; activation, % at 4.98 µM; Sphingosine 1-phosphate receptor 4 (Homo sapiens), O95977; S1P4-expressing cell line, agonist reporter assay; actives 0.35% (n = 220,000); in the data active means activation above about 11%;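 further: 0% = DMSO vehicle and 100% = reference agonist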
Target sequence (O95977 whole entry, looked up): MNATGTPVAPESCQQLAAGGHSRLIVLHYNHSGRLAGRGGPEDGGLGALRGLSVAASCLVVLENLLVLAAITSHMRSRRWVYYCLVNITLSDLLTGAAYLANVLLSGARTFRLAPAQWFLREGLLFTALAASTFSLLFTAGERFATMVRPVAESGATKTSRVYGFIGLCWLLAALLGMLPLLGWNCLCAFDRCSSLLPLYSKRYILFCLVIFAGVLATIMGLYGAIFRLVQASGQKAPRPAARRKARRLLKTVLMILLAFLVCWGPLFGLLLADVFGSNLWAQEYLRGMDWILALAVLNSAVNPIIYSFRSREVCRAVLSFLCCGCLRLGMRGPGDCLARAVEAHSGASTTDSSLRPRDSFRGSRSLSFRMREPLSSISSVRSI
NPY Y1 blocker – NPY-Y1 receptor antagonists, primary screen, cell-based; Neuropeptide Y receptor type 1 (Homo sapiens), P25929; HEK293-CNG Y1 cells, membrane potential fluorescence; NPY at EC95, then isoproterenol; inhibition, % at 3.6 µM; actives 1% (n = 200,000); AID 1040, 2008;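 active means inhibition above the campaign mean inhibition of all tested compounds plus 3 SD, cut at about 20% in these data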;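 further: 0% = DMSO wells given NPY plus isoproterenol and 100% = isoproterenol alone without NPY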
Target sequence (P25929 whole entry, looked up): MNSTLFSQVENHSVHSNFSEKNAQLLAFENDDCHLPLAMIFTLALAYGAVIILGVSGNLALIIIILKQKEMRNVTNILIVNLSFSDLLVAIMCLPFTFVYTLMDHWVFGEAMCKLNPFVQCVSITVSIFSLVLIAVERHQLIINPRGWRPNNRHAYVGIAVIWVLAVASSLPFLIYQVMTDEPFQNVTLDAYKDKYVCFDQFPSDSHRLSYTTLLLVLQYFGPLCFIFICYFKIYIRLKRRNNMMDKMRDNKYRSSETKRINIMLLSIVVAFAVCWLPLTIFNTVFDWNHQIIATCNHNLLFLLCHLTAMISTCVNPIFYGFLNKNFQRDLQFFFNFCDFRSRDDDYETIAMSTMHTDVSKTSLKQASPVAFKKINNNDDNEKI
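Material: HEK293 cells co-expressing NPY Y1 receptor and cyclic-nucleotide gated channel. Timing: compound incubation 1 h at room temperature, readout 45 min post-stimulation. Signal: fluorescence, membrane potential probe.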
p47phox inh – p47phox/p22phox peptide binding inhibitors, primary screen, biochemical, uHTS, NADPH oxidase regulatory subunit; Neutrophil cytosol factor 1 (Homo sapiens), P14598; fluorescence polarization, 2 h; inhibition, % at 24.7 µM; actives 0.53% (n = 220,000); AID 1274, 2008;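 active means inhibition above about 30%, limit read from the data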;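 further: 0% = p47phox with labelled peptide and 100% = labelled peptide alone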
BaF3 tox – parental Ba/F3 cell viability inhibition, counter-screen for JAK2V617F inhibitor project, murine pro-B, CellTiter-Glo luminescence | inhibition, % at 5.6 µM | actives 1.1% (n = 220,000) | CellTiter-Glo ATP luminescence;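 active means inhibition above a per-campaign cutoff, the mean inhibition of all tested compounds plus 3 SD, cut at about 27% in these data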;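 further: 0% = DMSO wells and 100% = JAK Inhibitor I control wells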
NPY-Y1 PAM-ag – NPY-Y1 receptor potentiators or agonists, primary screen, cell-based; activation, % at 3.6 µM; Neuropeptide Y receptor type 1 (Homo sapiens), P25929; NPY-Y1 expressing cells, potentiator/agonist activation; actives 0.37% (n = 220,000); AID 1304, 2008; in the data active means activation above about 33%, passing the limit was not always enough;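 further: cells stimulated with NPY at EC10 then isoproterenol at EC100; 0% = low agonist plus stimulus and 100% = saturating agonist plus stimulus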
CHOP inhibitor – inhibitors of CHOP promoter induction, primary screen, cell-based, unfolded protein response, luciferase reporter. actives 3.8% (n = 220,000). CHO-K1 CHOP-promoter luciferase, tunicamycin-induced, 15-18 h. inhibition, % at 10 µM;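 active means compounds that reduced the stress-induced luciferase reporter signal by more than about 70% of percent inhibition, limit read from the data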;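 further: 0% = tunicamycin plus vehicle and 100% = wells without tunicamycin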
S1P4 antag – S1P4 receptor antagonists, primary screen, cell-based; S1P4-expressing cells, antagonist mode, reporter read-out; actives 0.26% (n = 220,000); inhibition, % at 4.98 µM; AID 1510, 2009; in the data active means inhibition above about 29%;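 further: 0% = wells stimulated with agonist and 100% = vehicle wells without agonist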
Ba/F3 V617F tox – reduced viability of JAK2V617F-dependent Ba/F3 cells, primary screen, JAK2V617F inhibitor project, cell-based, Ba/F3 EpoR-JAK2V617F, luminescence | ATP luminescence | inhibition, % at 5.6 µM | actives 1.1% (n = 220,000);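 active means inhibition above the campaign mean plus 3 SD over all tested compounds, cut at about 24% in these data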;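 further: cytokine-independent growth of Ba/F3 cells driven by EpoR plus mutant JAK2; 0% = DMSO-treated cells and 100% = JAK inhibitor I control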
NPY-Y2 PAM-ag – NPY-Y2 potentiators or agonists, primary screen, cell-based | Neuropeptide Y receptor type 2 (Homo sapiens), P49146 | cells expressing NPY-Y2, potentiator/agonist read-out | activation, % at 3.6 µM | actives 0.45% (n = 220,000) | AID 1359, 2008; in the data active means activation above about 27%;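 further: cells stimulated with NPY near EC25 plus isoproterenol at EC100; 0% = vehicle plus submaximal agonist and 100% = vehicle plus saturating agonist; some results beyond the cut were filed as inactive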
Numbers without * were called inactive; / = not tested or not shown. Not a hit list. About 7.1% of those tested had a hit in this group.

SMILES | S1P4 agonist | NPY Y1 blocker | p47phox inh | BaF3 tox | NPY-Y1 PAM-ag | CHOP inhibitor | S1P4 antag | Ba/F3 V617F tox | NPY-Y2 PAM-ag
CCOC(=O)c1c(C)[nH]c(C(=O)CSc2nnc(C3CC3)n2N)c1C | -1.5 | 5 | -10 | 5 | -2 | 44 | -9 | 2 | -5
N#C[C@H]1[C@H](c2ccccc2)[C@](C#N)(C(=O)c2ccccc2)[C@@H]2C=Cc3ccccc3N21 | 1.9 | -1 | -61 | 2 | -5 | -14 | -1 | -4 | -5
Cc1nc(-c2cccc(NS(=O)(=O)c3ccccc3)c2)cs1 | 1.9 | -1 | -9 | 0 | -6 | 10 | -16 | -3 | -4
Cc1[nH]c2c(C)cccc2c(=O)c1Br | -1.1 | -2 | -6 | 6 | 2 | 32 | -3 | 0 | -1
COC(=O)c1ccc(N2CCC(C)CC2)c(N)c1 | -1.1 | 7 | -16 | 8 | 7 | -7 | 7 | 4 | 1
CCOCCCNC(=O)Cc1c(C(=O)O)[nH]c2ccc(Cl)cc12 | 1.0 | -1 | 6 | 1 | 10 | -3 | 0 | 1 | -1
CCOC(=O)N1CCC(N2C(=O)c3cc(C(=O)NC4CCCCC4)ccc3C2O)CC1 (stereo not given) | 1.6 | 3 | 1 | 2 | 3 | -2 | -21 | -1 | -7
CCOC(=O)Cc1csc(NC(=O)/C=C/c2ccco2)n1 | 0.0 | / | -3 | 3 | 1 | -2 | 5 | 1 | -9
Cc1cccc(Nc2ccccc2)c1 | -0.5 | 6 | -12 | 7 | -9 | -17 | -11 | -2 | 6
CN1CCN(c2oc(Cc3cccc4ccccc34)nc2C#N)CC1 | 0.1 | / | -6 | -5 | -5 | 3 | 7 | 1 | 4
Cc1ccc(NC(=O)Cn2cnc3sc(C(=O)NCc4ccco4)c(C)c3c2=O)cc1Cl | -1.8 | 2 | 1 | 1 | 25 | 53 | 17 | -4 | 12
Oc1cccc(/C=N\Nc2nncc(-c3ccccc3)n2)c1 | -1.0 | 8 | -5 | 6 | 7 | -18 | -2 | 6 | -14
O=S(=O)(Cc1cc(N2CCOCC2)nc(-c2ccccn2)n1)c1ccccc1 | -1.1 | 2 | 2 | 2 | 8 | -6 | -6 | 1 | -10
O=C(O)C1CCN(C(=O)Cc2ccccc2)CC1 | -1.1 | 6 | -2 | 9 | 1 | 10 | -5 | 5 | -9
O=C(CCNc1n[nH]c(=O)[nH]c1=O)N/N=C\c1cccc(OCc2ccccc2)c1 | 1.5 | -1 | -10 | 1 | -17 | -5 | 4 | -2 | 3
CCNc1nnc(-c2ccccc2OC)s1 | -0.2 | 4 | -11 | 6 | -14 | 6 | -9 | 4 | -2
COCCNC(=O)Cn1cnc2ccc(S(=O)(=O)N3CCC(C)CC3)cc2c1=O | 1.2 | -2 | -8 | 4 | -3 | 28 | 6 | 2 | -11
Cc1ccc(C(C(=O)NC(C)(C)C)N(Cc2ccco2)C(=O)Cn2nnc(-c3cccs3)n2)cc1 (stereo not given) | 0.3 | 20* | -11 | 0 | -132 | 35 | -10 | -2 | -42
O=[N+]([O-])c1ccc2c(c1)C=C1CCCCC1(N1CCCCC1)O2 (stereo not given) | 0.1 | -2 | 1 | 2 | 0 | 17 | -6 | -2 | -13
CCCc1nn(C)c(C(=O)Nc2ccc3ccccc3c2)c1Cl | 1.0 | 9 | -2 | 3 | -23 | 36 | -13 | -5 | -7
Cc1ccc(C(=O)COC(=O)c2cn(-c3ccccc3)nc2-c2ccccc2)cc1[N+](=O)[O-] | 0.5 | 5 | -10 | 5 | -18 | 76* | -12 | -1 | 5
COc1ccc(-c2c(C(F)(F)F)[nH]n3c(=O)cc(-c4ccccc4)nc23)cc1 | -0.1 | / | -22 | 2 | 6 | -1 | 2 | -6 | -8
Cc1ccc(S(=O)(=O)N2CCCN(S(=O)(=O)c3ccc(C(F)(F)F)cc3)CC2)cc1 | 1.9 | 0 | -19 | 2 | 6 | 51 | -1 | -2 | -11
O=c1cc(-c2cccnc2)oc2c1ccc1ccccc12 | 0.4 | / | -17 | -1 | 16 | 35 | 13 | 4 | -15
COc1ccc(-c2nc(CN3CCCC(C(=O)NC4CCCC4)C3)c(C)o2)cc1 (stereo not given) | 2.5 | 0 | -16 | 3 | 59* | 14 | 2 | -3 | -12

The list goes on:
SMILES | S1P4 agonist | NPY Y1 blocker | p47phox inh | BaF3 tox | NPY-Y1 PAM-ag | CHOP inhibitor | S1P4 antag | Ba/F3 V617F tox | NPY-Y2 PAM-ag
NC(=O)[C@@H]1CCCN1Cc1nc(-c2ccc(C(F)(F)F)cc2)no1 | -0.3 | 0 | -3 | 6 | -13 | 7 | -5 | 5 | -21
C/C(Cn1nnc([N+](=O)[O-])n1)=N\NC(=O)c1ccccc1 | 1.0 | 3 | -7 | 0 | 7 | -25 | 2 | 2 | -8
CC1(C)NC(=O)N(CC(=O)OCC(=O)Nc2cccc(F)c2)C1=O | -3.3 | 3 | 2 | 5 | 13 | 7 | 4 | -1 | -3
Cc1nn(CC(=O)N(C)Cc2ccc(F)cc2)c(C)c1[N+](=O)[O-] | 4.3 | 0 | -5 | 6 | 12 | 1 | -4 | 0 | -5
COC(=O)c1ccc2ncccc2c1 | 0.6 | 3 | 2 | 6 | -14 | -7 | -4 | 0 | 8
CC1CC(=O)N(CC(=O)NCc2ccc3c(c2)OCO3)c2ccccc2S1 (stereo not given) | 0.2 | 3 | 0 | -1 | 2 | 17 | -1 | -1 | 16
Cc1ccccc1NC(=O)c1sc(Cl)nc1-c1ccccc1 | -2.6 | 1 | 68* | 3 | -2 | 2 | -10 | -1 | -4
CCOC(=O)c1c(C)n(C)c2ccc(OC)c(NC(=O)CCN3CCC(Cc4ccccc4)CC3)c12 | -1.3 | / | 2 | 1 | -42 | 23 | 10 | 6 | -13
CCOc1cc(C(=O)N/N=C/c2ccsc2)cc(OCC)c1OCC | 0.3 | 1 | 8 | 0 | -5 | 13 | -11 | -3 | 5
CCOC(=O)Cc1csc(NC(=O)c2cccs2)n1 | -1.0 | 2 | -8 | 4 | 4 | 15 | -4 | -2 | 14
Cc1nnc(NC(=O)c2csc3c2CCC(C)C3)s1 (stereo not given) | 2.2 | -4 | 3 | -1 | 9 | -15 | -11 | -3 | 8
O=C1/C(=C/c2ccccc2)Oc2cc(OC(=O)N3CCOCC3)ccc21 | -0.6 | 0 | 10 | 6 | -10 | 25 | -13 | -2 | 0
Cc1nc2ccc(F)cc2cc1C(=O)NCc1ccco1 | 1.0 | 8 | -7 | 6 | 4 | -17 | 0 | -4 | 22
Cc1ccc(CN2CCN(C3CCCC3)C(CCO)C2)s1 (stereo not given) | 1.9 | 5 | 0 | -1 | -19 | 6 | -18 | 3 | -2
C=CC[C@@H]1C=C[C@H](O/N=C/c2ccc(C(=O)N3[C@H](c4ccc(C)cc4)[C@@H](C)CC[C@H]3C(=O)OC)cc2)[C@@H](CO)O1 | 0.8 | 3 | -3 | 3 | -7 | 37 | 13 | 1 | 7
CCOC(=O)C1(Cc2cccc(Cl)c2)CCCN(CCO)C1 (stereo not given) | 1.9 | -2 | -25 | 10 | 6 | 8 | -5 | 2 | -5
COc1ccc(-c2oc3ncnc(NCCCN4CCOCC4)c3c2-c2ccc(OC)cc2)cc1 | 1.9 | 16 | -17 | 2 | -93 | 15 | -5 | -3 | -5
COc1ccc(-c2csc(=Nc3c(C)n(C)n(-c4ccccc4)c3=O)n2C(C)(C)C)cc1 | 1.2 | 0 | -8 | 2 | -10 | 27 | 2 | 1 | -15
Cc1ccsc1C(=O)Nc1ccc2c(c1)OCCO2 | 2.0 | 2 | 2 | 12 | -11 | 8 | -6 | 6 | -11
CC(/C=C1\SC(=S)N(CCCC(=O)Nc2ccc(C(=O)O)cc2)C1=O)=C\c1ccccc1 | 1.9 | -4 | -77 | 1 | 24 | 38 | -8 | -3 | -1
O=S(=O)(Nc1ccc(N=Nc2ccccc2)cc1)c1ccccc1 | 1.9 | -3 | -10 | 1 | 20 | 95* | -18 | -5 | 8
COc1ccc(CN(C(=O)c2nsc(Cl)c2Cl)C(C(=O)NC2CCCCC2)c2ccc(OC)cc2)cc1 (stereo not given) | 2.9 | 22* | -8 | 4 | -24 | 12 | 8 | -1 | -24
CC(C)=CC(=O)Nc1nnc(C(C)C)s1 | 4.8 | -3 | -11 | -1 | 3 | -17 | -8 | -4 | 0
Cc1cc(C)c(C#N)c(SCC(=O)NC2CC2)n1 | -1.6 | -5 | -6 | -3 | -8 | 2 | -12 | -2 | 15
O=C(c1ccncc1)N1C2C=CC(C2)C1(C(F)(F)F)C(F)(F)F (stereo not given) | -0.4 | 3 | -4 | 8 | 14 | -27 | 2 | 4 | -4

Marked active in CHOP inhibitor, of those listed so far:
mol,S1P4 agonist,NPY Y1 blocker,p47phox inh,NPY-Y1 PAM-ag,CHOP inhibitor,S1P4 antag,NPY-Y2 PAM-ag
Cc1ccc(C(=O)COC(=O)c2cn(-c3ccccc3)nc2-c2ccccc2)cc1[N+](=O)[O-],0.5,5,-10,-18,76*,-12,5
O=S(=O)(Nc1ccc(N=Nc2ccccc2)cc1)c1ccccc1,1.9,-3,-10,20,95*,-18,8

(cont.)
SMILES | S1P4 agonist | NPY Y1 blocker | p47phox inh | BaF3 tox | NPY-Y1 PAM-ag | CHOP inhibitor | S1P4 antag | Ba/F3 V617F tox | NPY-Y2 PAM-ag
Cc1cc(C)nc(N(C#N)CCOc2ccc(Cl)cc2)n1 | -1.6 | 8 | 7 | 2 | -36 | 3 | -18 | 0 | -9
O=C(CCS(=O)(=O)c1cccs1)Nc1ccc(C(=O)NC2CCCC2)cc1 | 1.3 | 0 | 1 | 1 | 3 | -31 | -2 | -3 | -17
Cc1ccc(Cl)cc1NC(C#N)c1ccccc1 (stereo not given) | 0.8 | / | -7 | 0 | 18 | 28 | 8 | -3 | 14
N#Cc1cc2ccccc2nc1SCc1ccccn1 | 0.4 | 3 | -10 | 3 | 6 | 7 | 3 | 3 | -2
O=C(NC(NC(=O)c1ccccc1)C(=O)c1ccccc1)c1ccccc1 | 0.8 | -1 | -9 | 0 | -8 | -20 | -6 | -3 | 3
COc1ccc2cc(CN(CC3COCCO3)S(=O)(=O)c3ccccc3)c(=O)[nH]c2c1 (stereo not given) | 3.0 | 3 | -5 | 2 | 1 | -2 | -13 | 0 | 4
CCOC(=O)c1cnc(-n2nc(C)cc2C)nc1N(C)C | 1.6 | 10 | 5 | 2 | -24 | -39 | -10 | 4 | -4
N/C(=N\OC(=O)c1ccc(=O)n(Cc2ccccc2)c1)c1ccccn1 | 1.8 | -2 | -6 | 10 | 8 | 9 | -2 | 1 | -18
COc1ccc(C(=O)N(CC2CCCO2)C(C(=O)NC2CCCC2)c2ccc(Cl)cc2)cc1OC (stereo not given) | -0.7 | 2 | -7 | 4 | 9 | -10 | -11 | -1 | 0
COC(c1ccccc1)c1nnc(CCC(=O)N(C)CCCC2CCCC2)o1 (stereo not given) | -0.1 | 2 | -4 | 0 | 10 | 17 | 4 | -5 | 10
O=C(O)c1ccc(Cl)cc1NC(=O)C1CCCO1 (stereo not given) | 1.8 | 8 | -9 | 0 | 15 | 6 | -13 | -2 | -5

Assay outcomes deposited in PubChem by several laboratories.
